Screening data (PubChem)
U2OS ROS induce – raises reactive oxygen species in U2OS cancer cells. U2OS ROS induction, H2DCF-DA fluorescence. ROS induction (% of piperlongumine), % at 10 µM. actives 2% (n = 46,000). AID 624156; in the data active = ROS induction above about 79%, passing the limit was not always enough;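 note: 0% = DMSO vehicle median and 100% = reference compound median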
* marks the source's active call; other numbers are inactive results. Not all compounds are listed. The share of hits here may be higher or lower than overall.

SMILES | U2OS ROS induce
Cc1cc(C(=O)Nc2cccc3c2O[C@@H](CN(C)C(=O)Nc2ccccc2)[C@@H](C)CN([C@@H](C)CO)C3=O)n(C)n1 | 0
CCN(Cc1ccccc1)C(=O)c1ccc(C(=O)N(CC)Cc2ccccc2)cc1 | -1
CC1(C)CC(=O)C2=C(C1)Nc1ccccc1N(C(=O)Cc1ccccc1)C2c1ccc(-c2ccccc2[N+](=O)[O-])o1 (configuration not stated) | 2
C[C@@H]1O[C@@H](O[C@H]2CC[C@@]3(C)C(CC[C@]4(C)C3CC=C3C5CC(C)(C)CC[C@]5(C(=O)O[C@@H]5O[C@H](CO)[C@@H](O)[C@H](O)[C@H]5O)CC[C@]34C(=O)O)C2(C)C)[C@H](O)[C@H](O)[C@H]1O (some centres not stated) | -7
COc1ccc(NC(=O)N(C)C[C@@H]2Oc3ccc(NC(=O)C4CCCCC4)cc3CC(=O)N([C@@H](C)CO)C[C@@H]2C)cc1 | -5
COc1ccc(S(=O)(=O)N(C)C[C@@H]2Oc3ccc(NC(=O)Nc4ccccc4)cc3C(=O)N([C@H](C)CO)C[C@@H]2C)cc1 | 38
O=C(/C=C/Sc1ccccn1)c1ccccc1 | 70
Cc1noc(C)c1NC(=O)Nc1ccc2c(c1)CC(=O)N([C@@H](C)CO)C[C@@H](C)[C@@H](CN(C)S(C)(=O)=O)O2 | 0
C[C@@H]1CN([C@H](C)CO)C(=O)c2cc(NS(=O)(=O)c3cccs3)ccc2O[C@H]1CN(C)S(=O)(=O)c1ccc(F)cc1 | 5
O=C(Cc1ccccc1[N+](=O)[O-])Nc1ccc2c(c1)OCCO2 | -12
C[C@H](CO)N1C[C@H](C)[C@@H](CN(C)C(=O)Nc2cccc(Oc3ccccn3)c2)OCc2cnnn2CCCC1=O | 3
Cc1c(NC2CS(=O)(=O)CC2O)c(=O)n(-c2ccccc2)n1C (configuration not stated) | -3
CC(=O)N1[C@@H](c2ccc(C)cc2)SC(C)(C)[C@@H]1C(=O)O | 3
N/C(=N\O)c1ccc(Cl)cc1 | -3
CNC(=S)Nc1cscc1S(=O)(=O)c1ccc(Cl)cc1 | 49
Cc1ccc(S(=O)(=O)N2CCCC(C(=O)Nc3ccc4c(c3)OCCO4)C2)cc1 (configuration not stated) | 16
c1ccc(SCCN2CCN(CCSc3ccccc3)CC2)cc1 | 17
Cc1noc(C)c1NC(=O)N(C)C[C@H]1Oc2c(NC(=O)CCCCCC(=O)Nc3ccccc3N)cccc2C(=O)N([C@@H](C)CO)C[C@H]1C | 4
C[C@@H]1CN([C@H](C)CO)C(=O)c2cc(NS(=O)(=O)c3ccccc3)ccc2O[C@H]1CN(C)S(C)(=O)=O | -1
COc1ccc(CN(C)C[C@@H]2Oc3ccc(NC(=O)Nc4ccc(OC)cc4)cc3CC(=O)N([C@@H](C)CO)C[C@@H]2C)cc1 | 8
C[C@@H]1CN([C@@H](C)CO)C(=O)c2cc(NS(=O)(=O)c3cccs3)ccc2O[C@@H]1CN(C)Cc1ccc(-c2ccccc2)cc1 | 12
C[C@H]1CN([C@@H](C)CO)C(=O)c2cccc(NC(=O)Nc3ccc4c(c3)OCO4)c2O[C@@H]1CN(C)S(C)(=O)=O | 1
c1ccc(-n2nnnc2CSc2ncn[nH]2)cc1 | -11
Cc1ccc(-c2csc3ncnc(SCC(=O)Nc4ccccc4F)c23)cc1 | -13
O=C1CSc2ccc(C(=O)NCc3c(F)cc(F)cc3F)cc2N1 | 3
Next results
SMILES | U2OS ROS induce
C[C@H]1CN([C@@H](C)CO)C(=O)c2cc(NC(=O)Nc3ccc(F)cc3)ccc2O[C@@H]1CN(C)C(=O)Nc1ccc(C(F)(F)F)cc1 | 26
CC(C)NC(=O)N(C)C[C@@H]1Oc2ccc(N(C)C)cc2C(=O)N([C@@H](C)CO)C[C@@H]1C | 8
O=C(CCCCCC(=O)Nc1ccccc1O)N/N=C/c1ccc(CO)o1 | -5
O=C(O)/C=C/C(=O)NC1CC1 | -9
C[C@H]1CN([C@@H](C)CO)C(=O)CCCn2cc(nn2)CO[C@H]1CN(C)Cc1ccc(Cl)c(Cl)c1 | -3
C=C(C)C1CCC2(C(=O)O)CCC3(C)C(CCC4C5(C)C(C=O)C(O)C(C)(CO)C5CCC43C)C12 (configuration not stated) | -6
Cc1noc(C)c1NC(=O)Nc1cccc2c1O[C@H](CN(C)Cc1ccc(C(F)(F)F)cc1)[C@@H](C)CN([C@H](C)CO)C2=O | 18
COc1cc(C2NC(=O)NC(c3ccccc3)=C2C(=O)c2ccccc2)cc(Cl)c1OCC(N)=O (configuration not stated) | 4
Cc1ccc(S(=O)(=O)NCC2OCCc3ccccc32)cc1 (configuration not stated) | -2
C[C@H](CO)N1C[C@H](C)[C@@H](CN(C)Cc2ccc(C(=O)O)cc2)Oc2ccc(NC(=O)CCC(F)(F)F)cc2C1=O | 2
CC(=O)Nc1cccc(NC(=S)NCc2ccco2)c1 | 8
C[C@@H]1CN([C@@H](C)CO)C(=O)Cc2cc(NC(=O)CCN3CCOCC3)ccc2O[C@@H]1CN(C)S(=O)(=O)c1cn(C)cn1 | -13
CN(CCO)C(=O)c1ccc2c(c1)C(=O)c1ccccc1-2 | 19
O=C(O)CNc1nc(-c2ccccc2)nc2ccccc12 | -4
C[C@H]1CN([C@@H](C)CO)C(=O)c2cccc(NC(=O)Nc3ccc(F)cc3)c2O[C@@H]1CN(C)Cc1ccc(-c2ccccc2)cc1 | 58
Cc1cccc(C)c1N(CC(=O)NC1CCCCC1)S(C)(=O)=O | -4
COC(=O)C(Cc1csc2ccc(Cl)cc12)NC(=O)c1ccc(C(F)(F)F)cc1 (configuration not stated) | 6
COc1ccc(-c2nc3cc(C(C)C)ccc3o2)cc1NC(=O)COc1ccc(C)cc1 | 23
C[C@H](CO)N1C[C@H](C)[C@@H](CN(C)Cc2ccc(O)cc2)OCc2cnnn2CCCC1=O | 2
Cc1noc(C)c1NC(=O)N(C)C[C@H]1Oc2c(NC(=O)NC(C)C)cccc2C(=O)N([C@H](C)CO)C[C@H]1C | -6
C[C@@H]1CN([C@@H](C)CO)C(=O)c2cccc(NC(=O)NC3CCCCC3)c2O[C@@H]1CN(C)Cc1ccc(Cl)c(Cl)c1 | 1
CC(C)S(=O)(=O)N[C@@H]1CCCN(Cc2ccc(OCCO)cc2)C1 | 6
COc1cccc(-c2cc(C(=O)N3CCN(C(=O)c4ccco4)CC3)on2)c1 | -14
COc1ccc(NC(=O)Nc2ccc3c(c2)CC(=O)N([C@H](C)CO)C[C@H](C)[C@H](CN(C)Cc2ccc(-c4ccccc4)cc2)O3)cc1 | 37
CC(C)NC(=O)Nc1ccc2c(c1)C(=O)N([C@H](C)CO)C[C@H](C)[C@H](CN(C)C(=O)Nc1ccc(C(F)(F)F)cc1)O2 | 23

A different layout for part of the listing above.
canonical_smiles,U2OS ROS induce
Cc1cccc(C)c1N(CC(=O)NC1CCCCC1)S(C)(=O)=O,-4
COC(=O)C(Cc1csc2ccc(Cl)cc12)NC(=O)c1ccc(C(F)(F)F)cc1 (configuration not stated),6

Other structures follow.
SMILES | U2OS ROS induce
N#Cc1sc2sc(C#N)c(-c3ccco3)c2c1N | 41
Cc1ccc(S(=O)(=O)N2CCN(Cc3ccc(OCCO)cc3)CC2)cc1 | 12
Cc1cc2c(cc3c(SCc4ccccc4)nncn32)o1 | -2
C[C@H]1CN([C@@H](C)CO)C(=O)CCCn2cc(nn2)CO[C@@H]1CN(C)C(=O)Oc1ccccc1 | 1
C[C@H]1CN([C@@H](C)CO)C(=O)c2cc(NS(=O)(=O)c3cn(C)cn3)ccc2O[C@H]1CN(C)C(=O)Nc1ccc(C(F)(F)F)cc1 | -1
C[C@H](CO)N1C[C@H](C)[C@@H](CN(C)Cc2ccccc2)Oc2ccc(NC(=O)CCCCCC(=O)Nc3ccccc3N)cc2C1=O | 7
COC(=O)c1c(NC(=O)CSc2nnc3ccccn23)sc(C)c1C | 6
O=C(Nc1ccc(C(F)(F)F)cc1)c1ccc2c(c1)CCO2 | -3
O=C(Nc1ccc(F)cc1)C1c2ccccc2Oc2ccccc21 | -8
CNC[C@@H]1Oc2ccc(NC(=O)CCC(F)(F)F)cc2C(=O)N([C@@H](C)CO)C[C@H]1C | -3
COc1ccc(NC(=O)N(C)C[C@@H]2Oc3ccc(NC(=O)NC(C)C)cc3C(=O)N([C@@H](C)CO)C[C@H]2C)cc1 | -6
CSc1c(C#N)c(-c2ccccc2)nn1CC(=O)NN | -13
CCOC(=O)c1sc(SC#N)c(-c2ccccc2)c1N | 8
Cn1cc(C2=C(c3cn(CCCSC(=N)N)c4ccccc34)C(=O)NC2=O)c2ccccc21 | 76*
C[C@H](CO)N1C[C@H](C)[C@H](CN(C)S(=O)(=O)c2cccs2)OCc2cnnn2CCCC1=O | 10
C[C@H]1CN([C@@H](C)CO)C(=O)c2cccc(NC(=O)C3CC3)c2O[C@@H]1CN(C)S(=O)(=O)c1ccccc1 | 0
Clc1ccc(C(Cn2ccnc2)OCc2c(Cl)cccc2Cl)c(Cl)c1 (configuration not stated) | 0
Cc1ccc(S(=O)(=O)N(C)C[C@@H]2Oc3ccc(NC(=O)NC(C)C)cc3C(=O)N([C@@H](C)CO)C[C@@H]2C)cc1 | -4
COc1ccc(S(=O)(=O)Nc2cccc3c2O[C@@H](CN(C)Cc2ccc(C(F)(F)F)cc2)[C@H](C)CN([C@@H](C)CO)C3=O)cc1 | 11
CS(=O)(=O)NCCSCc1ccco1 | -1
C[C@@H]1CN([C@H](C)CO)C(=O)c2cc(NC(=O)Nc3ccc(F)cc3)ccc2O[C@H]1CN(C)S(=O)(=O)c1cccs1 | 0
CC(=O)Nc1ccc(Br)cc1-c1nc2ccccc2nc1OCc1cccc(Cl)c1 | -1
CC(C)c1ccc(NC(=O)CSc2n[nH]c(=O)n2C(C)c2ccccc2)cc1 (configuration not stated) | -11
CN(CC(=O)Nc1ccccc1Cl)S(=O)(=O)c1ccc(Cl)cc1 | -7
Cc1ccc(S(=O)(=O)Nc2ccc3c(c2)C(=O)N([C@H](C)CO)C[C@H](C)[C@H](CN(C)C(=O)NC2CCCCC2)OCCCC[C@@H](C)O3)cc1 | 28

Grouped by structure, the compounds so far with an aryl methoxy group
SMILES | U2OS ROS induce
COc1ccc(NC(=O)N(C)C[C@@H]2Oc3ccc(NC(=O)C4CCCCC4)cc3CC(=O)N([C@@H](C)CO)C[C@@H]2C)cc1 | -5
COc1ccc(S(=O)(=O)N(C)C[C@@H]2Oc3ccc(NC(=O)Nc4ccccc4)cc3C(=O)N([C@H](C)CO)C[C@@H]2C)cc1 | 38
COc1ccc(CN(C)C[C@@H]2Oc3ccc(NC(=O)Nc4ccc(OC)cc4)cc3CC(=O)N([C@@H](C)CO)C[C@@H]2C)cc1 | 8
COc1cc(C2NC(=O)NC(c3ccccc3)=C2C(=O)c2ccccc2)cc(Cl)c1OCC(N)=O (configuration not stated) | 4
COc1ccc(-c2nc3cc(C(C)C)ccc3o2)cc1NC(=O)COc1ccc(C)cc1 | 23
COc1cccc(-c2cc(C(=O)N3CCN(C(=O)c4ccco4)CC3)on2)c1 | -14
COc1ccc(NC(=O)Nc2ccc3c(c2)CC(=O)N([C@H](C)CO)C[C@H](C)[C@H](CN(C)Cc2ccc(-c4ccccc4)cc2)O3)cc1 | 37
COc1ccc(NC(=O)N(C)C[C@@H]2Oc3ccc(NC(=O)NC(C)C)cc3C(=O)N([C@@H](C)CO)C[C@H]2C)cc1 | -6
COc1ccc(S(=O)(=O)Nc2cccc3c2O[C@@H](CN(C)Cc2ccc(C(F)(F)F)cc2)[C@H](C)CN([C@@H](C)CO)C3=O)cc1 | 11

Going on with the list.
SMILES | U2OS ROS induce
O=C1c2cccc3cccc(c23)C(=O)N1OS(=O)(=O)c1cccc2cccnc12 | 15
COc1ccc(CN(C)C[C@H]2Oc3ccc(NS(C)(=O)=O)cc3CC(=O)N([C@H](C)CO)C[C@H]2C)cc1 | 7
COC1OC(C)C(OCc2ccccc2)C(O)C1O (configuration not stated) | 0
C[C@@H]1CN([C@H](C)CO)C(=O)c2cc(NC(=O)Nc3ccc(F)cc3)ccc2O[C@H]1CN(C)C(=O)Nc1ccc(F)cc1 | -2
Cc1cccc(C(=O)N(CC#N)CC#N)c1 | 25
O=C(c1nc2ccccc2[nH]1)N1CCOCC1 | -6
C[C@@H]1CN([C@H](C)CO)C(=O)Cc2cc(NC(=O)Cn3cnnn3)ccc2O[C@@H]1CN(C)Cc1ccccc1 | 2
Cc1noc(C)c1NC(=O)N(C)C[C@H]1Oc2c(NC(=O)c3ccncc3)cccc2C(=O)N([C@@H](C)CO)C[C@H]1C | -2
C[C@H]1CN([C@@H](C)CO)C(=O)c2cc(NC(=O)Nc3ccccc3)ccc2O[C@@H]1CN(C)Cc1ccccc1 | 3
C(=Nc1ccc2ccccc2c1)Nc1ccc2ccccc2c1 | -3
C[C@H]1CN([C@@H](C)CO)C(=O)Cc2cc(NC(=O)Nc3ccc(F)cc3)ccc2O[C@@H]1CN(C)C(=O)Nc1ccccc1 | 0
COC(=O)c1c(-c2c(Cl)cccc2Cl)noc1NC(=O)N(C)C | -20
COC(=O)CCCCCCC(=O)N/N=C/[C@@H](O)[C@@H](O)[C@H](O)[C@H](O)CO | -15
CCC(=O)Nc1ccc2nc(SCc3ccc(F)c4ccccc34)sc2c1 | 5
COc1ccc(NC(=O)Nc2cccc3c2O[C@H](CN(C)Cc2ccc(C(=O)Nc4ccccc4N)cc2)[C@@H](C)CN([C@H](C)CO)C3=O)cc1 | 15
C[C@H](CO)N1C[C@H](C)[C@@H](CN(C)C(=O)Nc2cccc3ccccc23)Oc2c(NC(=O)c3nc4ccccc4s3)cccc2C1=O | 33
Cc1cc(C(F)(F)F)nc(SCC(=O)NCc2cccc(C(F)(F)F)c2)n1 | 0
C[C@H](CO)N1C[C@H](C)[C@H](CN(C)Cc2ccc(C(=O)O)cc2)Oc2ccc(NC(=O)Cc3ccccc3)cc2CC1=O | 2
CCC(C)NC(=O)C1CCC(=O)N(c2cc(OC)c(OC)c(OC)c2)C1c1ccc(OC)cc1 (configuration not stated) | -23
Cc1noc(C)c1NC(=O)N(C)C[C@H]1Oc2ccc(NC(=O)CCCCCC(=O)Nc3ccccc3N)cc2C(=O)N([C@@H](C)CO)C[C@@H]1C | -3
C[C@@H]1CN([C@H](C)CO)C(=O)Cc2cc(NS(=O)(=O)c3ccc(F)cc3)ccc2O[C@@H]1CN(C)C(=O)Nc1cccc2ccccc12 | 3
